# Assay outcomes: PubChem BioAssay, several laboratories
# Insulin prom inh – TRM-6 insulin promoter activity inhibition; TRM-6 cells (human fetal islet line), insulin promoter-eGFP reporter, imaging; reporter expression induced with tamoxifen; inhibition, % at 2 µM; 0.9% of 130,000 active; AID 1273;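 active = inhibition above the mean plus 3 SD, with well images judged a real hit on visual review, cut at about 60% in these data, passing the limit was not always enough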
# sdo1 growth – restores growth of sdo1-depleted yeast | S. cerevisiae sdo1-depleted JHY4D growth rescue, OD600 30 h; hits give high values; pdr5 snq2 efflux-pump mutant strain | 0.21% of 140,000 active | z-score at 10 µM;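 active = z-score above 3 at both the 24 hr and the 30 hr optical density reads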;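 also: z-score against mean and SD of all compound wells on the same plate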
# sdo1 growth Rescue 24 h – second read-out of sdo1 growth, no call of its own (marks repeat the call); z-score; S. cerevisiae sdo1-depleted JHY4D growth rescue, OD600; measured here: growth rescue at 24 h;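 0 is the plate mean of compound wells and units are plate SD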
# Active calls of the source: *; x = no result given; & = joins results of further samples; [ ] = remark or other dose. The list is partial. The share of hits here may be higher or lower than overall.
SMILES,Insulin prom inh,sdo1 growth,sdo1 growth Rescue 24 h
O=C(NNS(=O)(=O)c1ccc(Br)cc1)NC1CCCCC1,x,-0.11,-0.74
COc1ccc(-c2[nH]ncc2CNCCCSC)cc1F,27,x,x
Cc1cc(OCCN2CCCCCC2)ccc1[N+](=O)[O-],x,0.54,0.61
CSC(=NC#N)N1CCN(c2ccccc2)CC1,x,0.24,-0.15
Fc1ccc(NCc2cccnc2)cc1F,-6,0.85,0.98
CCOC(=O)c1ccc(NC(=O)N2CCN(C3CCCCC3)CC2)cc1,19,0.41,0.33
O=C(c1cccc2ccccc12)N1CCN(c2ccc([N+](=O)[O-])c(NCc3ccco3)c2)CC1,-29,-0.19,0.57
CCCCC(=O)NC(=S)Nc1ccc(S(=O)(=O)N2CCCC2)cc1,26,-0.79,-0.48
COc1ccc(C2C(C(=O)Nc3cc(OC)c(OC)c(OC)c3)c3ccccc3C(=O)N2C)cc1 (stereo not given),-180,x,x
CCN(CC)C(=O)CSc1ccc(C(F)(F)F)cc1[N+](=O)[O-],-29,-0.21,-1.3
Cc1ccc(NC(=O)CSc2nc3c([nH]c4ccccc43)c(=O)n2C)cc1,-26,x,x
CC(C)C(=O)Nc1c2c(nc3c1CCC3)CCCC2,-26,0.46,-0.31
Cc1ccccc1-c1ccc(=O)n(CC(=O)Nc2ccc(C(=O)N3CCCC3)cc2)n1,0,0.35&1.4,0&0.89
Cc1cc(OCC(=O)O/N=C(\N)Cc2cccs2)ccc1Br,-133,-1.2,-1.3
O=C(Nc1ccccc1)C(=O)c1cn(CC(=O)N2CCCCC2)c2ccccc12,x,-0.76,-0.83
COc1ccccc1CNc1ccc(C(=O)O)cc1,-13,1.3,1.1
COC(=O)c1cccc(NC(=O)C23CC4CC(C2)CC(n2cncn2)(C4)C3)c1,-123,0.89,0.49
O=C(COC(=O)Cn1cnc2ccccc2c1=O)Nc1ccc(Cl)cc1,x,0.58,-0.42
COc1ccc(N(CC(=O)N/N=C/c2ccc(-c3ccc([N+](=O)[O-])cc3)o2)S(=O)(=O)c2ccc(C)cc2)cc1Cl,-20,-0.48,-0.35
COc1ccccc1-c1nc2s/c(=C\c3cccs3)c(=O)n2n1,x,-2,-1.5

# Rewritten with bars between the fields: part of the list above
SMILES | Insulin prom inh | sdo1 growth | sdo1 growth Rescue 24 h
CCCCC(=O)NC(=S)Nc1ccc(S(=O)(=O)N2CCCC2)cc1 | 26 | -0.79 | -0.48
COc1ccc(C2C(C(=O)Nc3cc(OC)c(OC)c(OC)c3)c3ccccc3C(=O)N2C)cc1 (stereo not given) | -180 | x | x
CCN(CC)C(=O)CSc1ccc(C(F)(F)F)cc1[N+](=O)[O-] | -29 | -0.21 | -1.3
Cc1ccc(NC(=O)CSc2nc3c([nH]c4ccccc43)c(=O)n2C)cc1 | -26 | x | x
CC(C)C(=O)Nc1c2c(nc3c1CCC3)CCCC2 | -26 | 0.46 | -0.31
Cc1ccccc1-c1ccc(=O)n(CC(=O)Nc2ccc(C(=O)N3CCCC3)cc2)n1 | 0 | 0.35&1.4 | 0&0.89
Cc1cc(OCC(=O)O/N=C(\N)Cc2cccs2)ccc1Br | -133 | -1.2 | -1.3
O=C(Nc1ccccc1)C(=O)c1cn(CC(=O)N2CCCCC2)c2ccccc12 | x | -0.76 | -0.83
COc1ccccc1CNc1ccc(C(=O)O)cc1 | -13 | 1.3 | 1.1
COC(=O)c1cccc(NC(=O)C23CC4CC(C2)CC(n2cncn2)(C4)C3)c1 | -123 | 0.89 | 0.49
O=C(COC(=O)Cn1cnc2ccccc2c1=O)Nc1ccc(Cl)cc1 | x | 0.58 | -0.42
COc1ccc(N(CC(=O)N/N=C/c2ccc(-c3ccc([N+](=O)[O-])cc3)o2)S(=O)(=O)c2ccc(C)cc2)cc1Cl | -20 | -0.48 | -0.35
COc1ccccc1-c1nc2s/c(=C\c3cccs3)c(=O)n2n1 | x | -2 | -1.5

# Later entries:
SMILES,Insulin prom inh,sdo1 growth,sdo1 growth Rescue 24 h
C/C(=N/OCO/N=C(/C)c1ccc(F)cc1)c1ccc(F)cc1,x,-0.99,-0.4
Cc1ccccc1OCc1nc2c3cnn(C)c3ncn2n1,-46,0.14,0.06
Cc1ccc(CC(=O)Nc2cccc(C#N)c2)cc1,-17,x,x
CCOC(=O)CNC(=O)CN1C(=O)CCSc2ccccc21,-11,0.82,-0.52
O=C(O)C(Cc1ccccc1)N=Cc1c(O)c2ccccc2oc1=O (stereo not given),50,x,x
CSc1nc(Oc2ccc(=O)n(C)n2)nc(N(C)C)n1,24,1,0.44
Cc1ccc(C(=O)Nc2cc(Cl)ccc2Oc2ccccc2)cc1[N+](=O)[O-],22,-1,-0.22
COCCN1C(=O)N[C@@H](c2ccc(Br)cc2)C(C(C)=O)=C1C,40,0,-0.53
CCCCn1nnnc1SCC(=O)NCc1ccccc1,-267,0.6,0.19
CC(C)n1c(SCC(=O)Nc2ccccc2N2CCOCC2)nc2c1c(=O)n(C)c(=O)n2C,18,0.26,-0.03
CN(C)c1ccc(C(CC(=O)O)NC(=O)c2ccc(Cl)cc2)cc1 (stereo not given),9,1.4,2
CC(C)N(C(=O)CSc1nnc(CSc2ncccn2)n1C)C(C)C,-24,x,x
Cc1c(Cl)c([N+](=O)[O-])nn1CCCC(=O)Nc1sc2c(c1C#N)CCC2,-62,-1.5,-1.3
OCCCNc1nc(-c2ccc(Br)cc2)nnc1-c1ccc(Cl)cc1,-15,-2.2,-1.4
Cc1c(Cc2ccc3c(c2)OCO3)sc(NC(=O)c2cccc3ccccc23)c1C(N)=O,-17,-0.5,-0.34
C=CC[n+]1c(-c2ccc(C)cc2)csc1Nc1c(C)n(C)n(-c2ccccc2)c1=O,10,x,x
CC(C)(C)n1ncc2c(=O)n(CC(=O)N3CCN(c4ccccc4)CC3)cnc21,x,-0.09,-0.67
CC1=C(C(=O)N(C)C)C(c2ccccc2OC(F)F)NC(=O)N1 (stereo not given),-76,x,x
C=CCc1ccc(OCCOc2cccc3cccnc23)c(OC)c1,-24,-0.46,0.03
COc1cc2c(cc1OC)CN(CC(=O)NC(=O)NC1CCCCC1)CC2,47,x,x
N=c1c2ccccc2nnn1-c1cccc(C(F)(F)F)c1,-63,x,x
Cc1ccc(-n2c(SCC(=O)NCc3ccco3)nc3sc4c(c3c2=O)CC(C)(C)SC4)cc1,11,-0.83,0.64
Cc1ccc2nc(C)c(C(=O)O)cc2c1,-9,x,x
Cc1cnn(CCC(=O)NNC(=S)NCC(C)C)c1,-13,0.31,-0.15
Cc1cnc(NC(=O)c2c(O)c3cccc4c3n(c2=O)CCC4)s1,x,-2.6,-0.97
Cn1cccc1/C=N/n1cnnc1,x,0.5,0.45
CCC(=NC(CC)CO)C1=C(O)CC(C)(C)CC1=O (stereo not given),x,1.4,0.56
CC(C)NS(=O)(=O)c1ccc2c(c1)oc(=O)n2C,x,1.5,1.4
Cc1ccc(NC(=O)N2CCCN(Cc3ccc(F)cc3)C2)cc1C,-129,1.6,0.6
COc1ccc(N=C2C(=O)N3CCCc4cccc2c43)cc1,-100,0.52,0.66
CCOc1ccccc1NC(=O)CC1SC(=N)N(c2ccccc2)C1=O (stereo not given),67,x,x
COc1ccc(-c2cccc(C(=O)Nc3ccc(C)cc3)c2)cc1,-12,-0.16,0.76
COc1cc(C2Nc3ccccc3C(=O)N2c2ccc(Cl)cc2)c(Cl)cc1OCC(=O)O (stereo not given),-17,-0.73,0.16
O=C(OCCN1C(=O)c2ccccc2C1=O)C1CCN(S(=O)(=O)c2cccs2)CC1,50,-2,-1.8
CCc1ccc2nc3sc(C(=O)Nc4nnc(CC)s4)c(N)c3cc2c1,-14,0.87,1.8
CN(C)S(=O)(=O)c1ccc(NC(=O)CSc2nc3ccccc3n2-c2ccccc2)cc1,0,-0.96,-0.26
CC(=O)Nc1ccc(Sc2ncccc2C(=O)Nc2cc(Cl)cc(Cl)c2)cn1,48,-0.23,-0.17
Cc1cccc(Nc2ccccc2C(=O)OCC(=O)N(C)C2CCS(=O)(=O)C2)c1C (stereo not given),-31,-1.2,-0.52
CCOc1cc(C2C(C#N)=C(N)Oc3n[nH]c(C)c32)ccc1OCCN1CCOCC1 (stereo not given),-29,1.5,1.6
CC/C(=N\NC(=O)CSCc1ccccc1Br)c1ccc2c(c1)OCCO2,8,-0.44,1.8
CC(=O)Nc1ccc2nc(N)sc2c1,60,-0.94,-1.2
COc1cc(C2Nc3cccc4cccc(c34)N2)ccc1OC(C)=O,-64,-0.54,-0.76
O=C(NCCc1ccccc1)C(=O)N/N=C/c1ccc2c(c1)OCO2,x,-0.8,-1.1
CCOC(=O)CN(C(=O)CSc1nnc2c(n1)[nH]c1ccc(F)cc12)c1ccccc1,-28,-1.4,-1.4
CCCn1c(SCC(=O)N2N=C3/C(=C/c4ccc(OC)cc4)CCCC3C2c2ccc(OC)cc2)n[nH]c1=O (stereo not given),-48,0.83,0.99
CC(C)C(=O)Nc1ccc(NC(=S)NC(=O)c2ccc([N+](=O)[O-])cc2)cc1,-31,-0.41,0.77
C=CCn1c(SCC(=O)c2ccc(NS(=O)(=O)c3ccccc3)cc2)nnc1-c1cccs1,23,0.09,0.07
O=c1sc2ccccc2n1COc1ccccc1,8,x,x
CC(=O)N1N=C(C)CC1c1ccc(OCc2ccccc2)cc1 (stereo not given),x,0.64,0.61
CCN(Cc1ccccc1)C(=O)Cn1c(=O)n(CC(=O)NCc2ccco2)c(=O)c2sccc21,x,1.7,1.1
O=C(COc1ccc2ccccc2c1Br)Nc1ncn[nH]1,x,0.05,-1.1
O=C(Nc1ccc(Cl)cn1)c1ccc(COCC(F)(F)C(F)F)o1,0,-0.84,-0.68
Cc1cc(Br)ccc1NC(=O)c1ccccc1-c1ccccc1,x,-1.6,-1.2
COc1cc2nc(C)sc2cc1SC,-26,-0.98,-0.9
O=C(Nc1cccc2oc(=O)ccc12)c1ccc([N+](=O)[O-])cc1[N+](=O)[O-],0,-0.32,-0.3
Cc1ccc(-c2nnc(-c3ccc(NC(=O)Cc4cccs4)cc3)o2)cc1,x,-1.2,0.19
O=C(CCN1CCN(c2ccccn2)CC1)Nc1ccc(F)cc1,-10,0.69,0.38
Cc1ccc(OCc2ccc(C(=O)Nc3c(C)nn(Cc4c(F)c(F)c(F)c(F)c4F)c3C)o2)c([N+](=O)[O-])c1,x,-0.89,-0.21
O=P(O)(CCc1ccccn1)CN1CCCCC1,x,0.17,-0.02
Cc1nn(-c2cc(C)c3ccccc3n2)c2c1CCC2,-6,-0.31,-0.06

# (continued)
SMILES,Insulin prom inh,sdo1 growth,sdo1 growth Rescue 24 h
Cc1cc(C(=O)COc2ccc3ccc(=O)oc3c2)c(C)n1Cc1cccs1,-6,0.14,1.3
Cc1ccc(NC(=O)c2cnccn2)cc1S(=O)(=O)N(C)C,-38,-0.19,-0.44
COc1ccc(CN(CC(=O)NCC2CCCO2)C(=O)CCC(=O)Nc2cc(C)ccn2)cc1 (stereo not given),-9,0.12,-0.41
N/C(=N\OC(=O)CCCc1ccccc1)c1ccc([N+](=O)[O-])cc1,-33,-2,-0.71
COCCOC(=O)c1c(C)oc2ccc(OC(=O)c3ccc4c(c3)OCO4)cc12,x,0.02,0.37
Cc1cccc(-n2c(SCC(=O)Nc3nnc(C)s3)nnc2-c2ccoc2C)c1,-15,-0.9,-0.53
COc1ccc(C(=O)NCc2nnc(SCC(=O)N3CCc4ccccc43)n2Cc2ccccc2)cc1,-11,-0.15,-0.29
CCN1CCCC1CNC(=O)c1ccc(CS(=O)(=O)c2ccccc2C)o1 (stereo not given),-61,-1.1,-1.3
O=c1c(-c2ccc(Br)cc2)coc2c(CN3CCOCC3)c(O)ccc12,27,-0.83,-0.89
c1cncc(-c2nnc(SCc3cccc4ccccc34)o2)c1,x,-1.4,-1.3
Cc1nn(C)c(C(=O)NN)c1Cl,19,x,x
FC(F)C(F)(F)C(F)(F)C(F)(F)c1cc(-c2ccccc2)n[nH]1,22,-1.6,-1.8
C=CCNc1ccc(C(=O)O)cc1,x,0.17,-0.53
c1ccc(NCc2cccnc2)cc1,29,0.78,0.74
CCN(CC)C(=O)C1CCN(c2ncnc3c2cnn3-c2ccc(C)cc2C)CC1,x,-0.53[4.5 µM],-0.16
O=C(/C=C/c1c(F)cccc1Cl)NCc1ccco1,-10,0.06,0.32
COc1ccc(S(=O)(=O)N/N=C(/C)c2cccc(NC(=O)c3ccccc3Cl)c2)cc1,x,-0.34,-0.13
c1ccc(C2CCC(N3CCNCC3)CC2)cc1 (stereo not given),x,-0.53,0.26
CC(=O)c1c(N2CCN(Cc3ccc4c(c3)OCO4)CC2)nc(=S)n(-c2ccccc2)c1C,60,0.31,-0.6
O=C1CCCC(O)=C1C=Nc1ccc2c(c1)oc1ccccc12,-37,-0.05,0
COc1ccc(NC(=O)CC2C(=O)N(c3cccc(OC)c3)C(=O)N2C2CCCCC2)cc1 (stereo not given),-36,0.33,0.2
COCCCNC(=O)CN(c1cc(Cl)cc(Cl)c1)S(C)(=O)=O,-12,-0.13,-0.43
O=C(CCN1C(=O)c2ccccc2S1(=O)=O)Nc1nc2c(s1)CCCC2,-4,-0.62,-0.88
CCOc1cc(/C=C2/NC(=O)N(CC(=O)Nc3cccc(C)c3)C2=O)ccc1O,-17,0.44,-0.04
CC(C)CCNC(=O)Cc1csc(-c2ccccc2)n1,-11,x,x
O=C(NCc1ccco1)c1cc2sccc2n1Cc1ccccc1,-48,-0.88,-0.3
COc1cccc(Nc2cc(C)nc3nc(C)nn23)c1,x,-0.96,-1
COc1ccc(/C=N/NC(=O)c2cccc([N+](=O)[O-])c2)cc1OS(=O)(=O)c1ccc(C)cc1,x,0.05,-0.97
Cc1ccc(S(=O)(=O)Oc2ccc3c(c2)O/C(=C\c2cccnc2)C3=O)cc1,-4,-2.5,-1.6
CCOc1cccc2cc(C(=O)Nc3cc(C)on3)c(=O)oc12,-162,0.12,1
O=C(NNc1cc(N2CCCC2)nc(N2CCCC2)n1)c1ccc([N+](=O)[O-])cc1,-12,x,x
